GLS inh: inhibitors of human glutaminase (GLS) | GLS enzymatic activity, qHTS titration | actives 0.21% (n = 410,000) | O94925 | AID 624170 | Potency, µM (top dose mostly 45.5 µM), without a hit: at the highest dose activity change, negative = inhibition, usual class: inhibitors; note: potency is the fitted concentration of half-maximal effect; % is set by controls: 0 for no effect and ±100 for the full control effect
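hKGA in 45 mM KH2PO4 pH 8.2, 0.02% Tween-20 with pin-transferred compounds; 1 mM L-glutamine (stock) plus glutamate oxidase/HRP/Amplex Red coupling added. Fluorescence read initially and after 30 min at RT.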
HP1b chromo inh: HP1-beta chromodomain-methylated histone interaction inhibition. Potency, µM (doses to about 114 µM), for the others: at the highest dose activity change, negative = inhibition, actives largely listed as inhibitors. AlphaScreen HP1-beta / biotin-H3K9me3 peptide binding. actives 0.56% (n = 390,000); note: potency is the fitted concentration of half-maximal effect; nearly all actives have a fitted effect of over 70% in size; inactives centre near 23
Target sequence (P83916 whole entry, looked up): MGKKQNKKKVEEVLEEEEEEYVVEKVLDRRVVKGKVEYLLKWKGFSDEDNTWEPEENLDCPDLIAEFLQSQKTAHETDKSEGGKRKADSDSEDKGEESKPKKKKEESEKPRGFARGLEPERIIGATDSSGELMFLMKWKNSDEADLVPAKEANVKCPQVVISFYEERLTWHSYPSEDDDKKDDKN
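AlphaScreen: HP1-beta (50 nM) preformed 30 min with biotin-H3(1-18)K9me3 peptide (50 nM) in PBS pH 7.4, 0.01% Tween-20. Compound added for 30 min at RT, then streptavidin donor/nickel chelate acceptor beads (10 ug/mL) for 30 min.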
BAZ2B block: BAZ2B (human) inhibition | Q9UIF8 | AlphaScreen BAZ2B-H3K14Ac peptide displacement | Potency, µM (doses to about 114 µM), for the others: top-dose activity change, negative = inhibition, actives largely listed as inhibitors | actives 4.4% (n = 360,000) | AID 504333; note: potency is the fitted concentration of half-maximal effect; % is set by controls: 0 for no effect and ±100 for the full control effect; nearly all actives have a fitted effect of over 60% in size
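Inhibition is scored as reduced AlphaScreen emission. The BAZ2B/b-H3(5-23)K14Ac complex (50 nM each) in PBS pH 7.4, 0.01% Tween-20 meets compound (up to 110 uM) for 30 min at RT before bead addition.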
G9a inh: G9a (human) methyltransferase inhibition; Q96KQ7; G9a H3K9 monomethylation, AlphaScreen, 2 h; Potency, µM (series often up to 102 µM), without a hit: top-dose activity, negative = inhibition, usual class: inhibitors; actives 8.8% (n = 350,000); AID 504332; note: potency is the fitted concentration of half-maximal effect; % is set by controls: 0 for no effect and ±100 for the full control effect; nearly all actives have a fitted effect of over 75% in size
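Readings reflect AlphaScreen signal from monomethyl-H3K9 antibody detection. HMT at 20 nM; substrate b-H3K9 500 nM; cofactor SAM 20 uM; 2 h RT reaction; compounds tested as titrations in qHTS with 15 min preincubation.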
PI4K2A block: blocks human PI4K2A kinase activity | Q9BTU6 | actives 0.13% (n = 420,000) | purified PI4K2A, ADP-Glo luminescence, 1 h; active compounds read low | activity change, negative = inhibition, % at 76.9 µM; in the data active = activity change below about -50%; inconclusive = mostly about -30% to -49%;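 note: -100% = wells without enzyme as full effect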
Target sequence (Q9BTU6 whole entry, looked up): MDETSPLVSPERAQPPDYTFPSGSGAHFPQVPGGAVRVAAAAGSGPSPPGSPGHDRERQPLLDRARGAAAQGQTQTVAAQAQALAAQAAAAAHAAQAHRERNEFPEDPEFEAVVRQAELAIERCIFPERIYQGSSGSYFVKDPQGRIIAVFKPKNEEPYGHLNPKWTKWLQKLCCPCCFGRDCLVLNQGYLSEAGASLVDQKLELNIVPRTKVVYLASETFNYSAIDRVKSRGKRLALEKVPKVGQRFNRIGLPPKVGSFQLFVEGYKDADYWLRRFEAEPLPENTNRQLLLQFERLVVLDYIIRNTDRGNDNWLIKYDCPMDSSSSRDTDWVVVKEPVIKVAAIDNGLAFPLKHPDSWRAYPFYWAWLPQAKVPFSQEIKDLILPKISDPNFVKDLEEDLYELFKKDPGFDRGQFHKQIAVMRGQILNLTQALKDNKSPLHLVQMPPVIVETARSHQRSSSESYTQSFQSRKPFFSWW
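PI4K2A activity was measured by ADP-Glo luminescence: enzyme (4 ug/mL stock) and phosphatidylinositol (1.2 mM stock) in Tris pH 7.5/MgCl2/EGTA/Triton X-100 buffer were reacted with ATP (300 microM stock) for one hour at ambient temperature.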
RGS4 inhibitor: inhibitors of human regulator of G protein signaling 4 | Transcreener GDP fluorescence polarization, RGS4-accelerated GTP hydrolysis | Potency, µM (top dose mostly 114 µM), for the others: at the top dose activity change, negative = inhibition, actives largely listed as inhibitors | actives 0.039% (n = 390,000) | AID 504845; note: potency is the fitted concentration of half-maximal effect; % is set by controls: 0 for no effect and ±100 for the full control effect; nearly all actives have a fitted effect of over 75% in size; some results filed as inactive show a strong effect at the top dose
Target sequence (P49798 whole entry, looked up): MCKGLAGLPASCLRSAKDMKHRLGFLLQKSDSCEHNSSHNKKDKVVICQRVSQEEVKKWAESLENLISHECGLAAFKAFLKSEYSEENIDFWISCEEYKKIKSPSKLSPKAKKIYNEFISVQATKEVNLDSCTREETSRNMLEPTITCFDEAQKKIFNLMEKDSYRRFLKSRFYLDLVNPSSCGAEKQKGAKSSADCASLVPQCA
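MLSMR compounds (23 nl, pin-transferred) preincubated 10 min at room temperature with a 500nM (2x) first reagent, then RGS4 at 900nM (2x) plus Transcreener GDP mix added; fluorescence polarization (620/688 nm) read before and after 90 min at 30 °C.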
JMJD2A Tudor: blocks the human JMJD2A Tudor domain; O75164; Potency, µM (titrated, usually from 114 µM), for inactives: at the top dose activity change, negative = inhibition, hits mostly inhibitors; AID 504339; AlphaScreen JMJD2A-Tudor / H3K4me3 peptide binding; actives 4.4% (n = 390,000); note: potency is the fitted concentration of half-maximal effect; % is set by controls: 0 for no effect and ±100 for the full control effect; nearly all actives have a fitted effect of over 50% in size
ERG-DNA inh: ERG Ets/DNA interaction inhibition | P11308 | fluorescence polarization, His-ERG Ets domain / labelled DNA | Potency, µM (top dose mostly 76.9 µM), for the others: at the top dose FP activity, negative = inhibition, hits mostly inhibitors | actives 0.028% (n = 370,000) | AID 624246; active = well fitted inhibition curve with a large enough effect in the polarisation, with a control signal flat; inconclusive = small, poorly fitted or top-dose-only effect, or effect the other way, or a change in a side signal; inactive = no such curve, though single readings can be large or run the other way; the % refers to the polarisation;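 note: polarization taken with two DNA probes labelled with fluorescein and Texas red; potency is the fitted concentration of half-maximal effect; % of control where 0% means no effect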
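His-tagged ERG Ets domain (1 uM in the protein solution; 300mM KCl, 50mM Tris-HCl, 1mM EDTA, 1mM DTT, pH 7.5) received compound, then a probe mix of 5 nM fluorescein-DNA and 100nM Texas-615-DNA. Fluorescence polarization was read for both dyes.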
ALOX12 inh: blocks human arachidonate 12S-lipoxygenase. actives 1.1% (n = 580,000). P18054. purified 12hLO, xylenol orange hydroperoxide absorbance. AID 1671190. Potency, µM (doses to about 108 µM), without a hit: at the highest dose activity change, negative = inhibition, most hits filed as inhibitors; note: potency is the fitted concentration of half-maximal effect; % is set by controls: 0 for no effect and ±100 for the full control effect
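Purified human 12hLO (150 nM final) in 25 mM Hepes, 0.01% Triton X-100, pH 7.0 was preincubated 15 min at room temperature with compound. Then 40 uM arachidonic acid was added, 30 min. Hydroperoxide was read by Fe-XO absorbance ratio 573/405 nm.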
The depositor's hits bear a star; ? = inconclusive; / = not tested or not shown; [ ] = another dose, or the depositor's remark. Unless noted, calls come from the whole dose curve; as a rule, active = well fitted curve in the direction sought with a large enough effect; inconclusive = small, poorly fitted or top-dose-only effect, or another doubt; inactive = no such curve, though single readings can be large; an effect the other way counts as inactive or inconclusive. The list is partial, so the mix of outcomes need not match the whole.

mol	GLS inh	HP1b chromo inh	BAZ2B block	G9a inh	PI4K2A block	RGS4 inhibitor	JMJD2A Tudor	ERG-DNA inh	ALOX12 inh
Cc1c(C(=O)OC(C)C)[nH]c2c1C(=O)CC(C)(C)C2	11.7%	31.3%	7.2%	14.2%[12.7 µM]	-0.5	-18.1%	-14.6%	/	8.1%[57.4 µM]
O=C(Cc1c(F)cccc1Cl)NC1CCN(Cc2ccccc2)CC1	-5.5%	51.2%[activator]	/	/	-1.9	-0.8%	3.1%	-18.4%	-4.8%
CC(OC(=O)c1ccccc1NCCO)C(=O)Nc1ccc(S(=O)(=O)N2CCOCC2)cc1 (stereo not drawn)	0.9%	-2.8%	5.0%	0.9%[0.501 µM]	2.3	-11.1%	-9.9%	2.9%	-26.6%
Cc1cc(C[n+]2cc(Cl)ccc2N)c2ncccc2c1	2.8%	34.4%	-22.2%	-5.2%	-6.7	-7.0%	-10.5%	-4.6%	12.5%
COC(=O)c1c(NC(=O)CSc2nnnn2-c2ccccc2)sc2c1CCC(C(C)(C)C)C2 (stereo not drawn)	-2.2%	24.5%	-6.8%	?	-2.4	-38.2%	-23.6%	-1.7%	2.4%
Cc1[nH]c2ccccc2c1C(=O)CN1CCC(C)CC1	-4.9%	-4.3%	0.3%	?	3.7	1.5%[11.4 µM]	-8.4%[11.4 µM]	0.5%	-9.7%
CC1CCc2cc(F)cc3c(O)c(C(=O)NCc4ccco4)c(=O)n1c23 (stereo not drawn)	-3.8%	60.9%[activator]	0.3%	61.0%[activator]	-0.8	-34.2%	11.6%	10.1%	8.7%
COc1ccccc1C(=O)N(CN1CCCC1=O)c1cccc(Cl)c1	1.3%	7.6%	-3.0%	9.9%[12.7 µM]	0.6	-8.4%	-9.0%	-0.9%	0.0%
Cc1ccc(OCC(=O)Nc2ccc3c(c2)OCO3)c([N+](=O)[O-])n1	29.3%	8.3%	-1.0%	5.6%[59 µM]	2.6	-30.1%	-10.8%	-5.8%	17.3%
CCOC(=O)c1noc2ncnc(Nc3cccc(OC)c3)c12	3.6%	11.0%	-2.1%	19.9%[59 µM]	-7.2	5.9%	-11.3%	-0.4%	-4.4%
CSc1ccccc1NC(=O)c1cc(Cl)sc1Cl	-4.0%	156.7%[activator]	107.6%[activator]	207.5%[activator]	-3.0	7.3%	106.1%[activator]	2.0%	2.5%
CC1(C)Cc2c(cnn2-c2cccc(F)c2)C(NC(=O)CSc2ccccn2)C1 (stereo not drawn)	-1.4%	61.5%[activator]	-14.1%[57.1 µM]	0.6%	0.8	-28.2%	1.2%	7.1%	-20.1%
Cc1cc(C(=O)NNS(=O)(=O)c2ccc(C(C)(C)C)cc2)nn1C(C)(C)C	19.5%	34.2%	-5.2%	/	-6.0	4.5%	-16.0%	2.9%	?
CC(C)CSc1nc2c(c(=O)[nH]c(=O)n2C)n1CC(O)COc1cccc2ccccc12 (stereo not drawn)	-19.9%	?	-8.7%	3.98µM*	-5.2	?	?	-1.6%	?
Cc1ccccc1OCC(=O)NCC(C)(C)N1CCOCC1	-3.6%	36.1%	-15.4%	?	-0.6	-15.0%	-9.5%	2.6%	9.4%
CCOc1ccc(NS(=O)(=O)c2cc(C(=O)NCCN3CCOCC3)ccc2C)cc1	10.2%	-16.7%	/	/	-9.8	12.2%	-20.7%	-2.3%	?
O=C1C=C(Nc2ccccc2C(=O)O)c2ccccc2C1=O	36.0%[activator]	15.8µM*	35.5µM*	/	-25.4	-48.9%[56.9 µM]	22.4µM*	-1.8%	?
CS(=O)(=O)N1N=C(c2ccco2)CC1c1ccc(Br)cc1 (stereo not drawn)	-1.4%	45.8%[activator]	-11.0%	35.5µM*	-2.5	10.4%[11.4 µM]	-3.8%	-0.1%	?
C=CCN(c1ccc(C(=O)Nc2ccc(NC(C)=O)cc2)cc1)S(C)(=O)=O	?	-6.9%	6.9%	-25.0%	-4.4	?	14.1µM*	4.8%	4.2%
Cc1cccc2cc(C#N)c(SCC(=O)N3CCC(C)CC3)nc12	2.7%	46.9%[activator]	10.0%	-38.3%	-0.5	-5.3%	5.4%	-22.5%	-2.2%
COc1ccc(N2CC(C(=O)NCCC3=CCCCC3)CC2=O)cc1 (stereo not drawn)	-8.5%	47.2%[activator]	1.5%	?	6.8	2.9%	-3.5%	-7.2%	-2.8%
COc1ccc(OCC(=O)N/N=C2\CCCc3ccccc32)cc1	3.0%	2.3%	10.4%	-1.8%	-6.4	15.0%	-24.7%	-5.2%	-7.3%
O=Cc1c(NCc2ccccc2)c2ccccc2[nH]c1=O	-14.7%	41.0%[activator]	-4.8%	/	-1.2	-2.3%	1.7%	-12.2%	-18.9%
NC(=O)c1ccc(NC(=O)COC(=O)c2ccc(Br)c(S(=O)(=O)N3CCOCC3)c2)cc1	9.0%	12.4%	/	/	-5.3	-24.3%	-12.8%	26.6%	0.1%
COc1ccccc1C(=O)Nc1c(C(=O)N2CCN(c3ccccc3F)CC2)oc2ccccc12	-8.5%	7.6%	-36.5%[57.1 µM]	-25.2%[59 µM]	-2.6	4.1%	-21.0%	-16.8%	-12.8%
CCOC(=O)c1cnc2c(C)c(C)ccc2c1NCCN1CCOCC1	-3.0%	32.7%	14.6%	/	0.3	-16.4%	-5.5%	13.1%	2.2%
O=C(NNC(=O)c1ccc(SCC2CCCO2)c([N+](=O)[O-])c1)c1ccc(F)cc1 (stereo not drawn)	12.3%	24.2%	-8.5%	4.4%	-2.3	-2.4%	-4.4%	-2.4%	27.6%
O=C(CCn1c(=O)c2ccccc2n(Cc2cccc(F)c2)c1=O)NCc1ccc2c(c1)OCO2	5.6%	20.2%	-1.4%	5.8%[59 µM]	2.8	6.7%	0.7%	4.7%	-15.2%
COc1cc(/C=C/C(=O)OCC(=O)c2ccccc2)cc(OC)c1OC	-0.3%	34.8%[activator]	/	/	0.2	-9.5%	-8.5%	4.5%	186.4%[activator]
COC(=O)CCCn1c(C)cc(C(=O)CCl)c1C	1.9%	26.1%	-35.6%	-48.5%	3.0	-13.5%	-18.8%	-6.6%	-18.0%
Cc1noc(C)c1COc1ccccc1C(=O)N1CCN(S(=O)(=O)c2cccc(Cl)c2)CC1	0.2%	11.2%	-6.1%	0.1%	0.9	-9.8%	-18.6%	-18.0%	5.2%
COC(=O)c1cccc(Oc2cccc(Cl)n2)c1	16.9%	45.8%[activator]	77.6%[activator]	112.5%[activator]	-5.4	0.1%	33.1%	4.4%	-0.4%
N#Cc1ccccc1CSc1nnc(Cc2ccccc2)o1	4.5%	41.9%[activator]	6.6%	6.6%[59 µM]	-4.9	0.8%	6.3%	0.4%	-2.9%
O=C1C(Nc2ccccc2)=C(N2CCCCC2)C(=O)c2ccccc21	-0.2%	?	25.1µM*	17.7%[0.501 µM]	-25.8	-18.5%	39.8µM*	4.5%	-14.2%
COc1ccccc1CNC(=O)C1CCCN(S(=O)(=O)c2cccc3nonc23)C1 (stereo not drawn)	2.1%	13.5%	-45.6%	-29.6%	-3.1	19.6%	-12.3%	3.3%	-1.9%
COc1cnc(-c2ccccn2)[nH]c1=O	-2.0%	30.8%	1.26µM*	34.3%	-9.2	-7.7%	39.8µM*	9.3%	0.1%
O=C(c1cnc2ccccn2c1=O)N1CCc2ccccc21	0.0%	1.2%	1.0%	-5.1%[59 µM]	-8.7	2.7%	-16.0%	-5.5%	-11.2%
CCOC(=O)C1(CCc2ccccc2)CCN(Cc2c(O)cccc2OC)CC1	3.5%	34.0%	4.7%	12.1%	8.8	9.4%	0.0%	-7.5%	0.5%
Cc1cn(CC(C)C)c(=O)n(-c2ccccc2)c1=O	-10.5%	17.0%	/	/	5.3	-6.7%	-3.4%	-14.7%	-4.5%
C#CCOCCOCCOCCNc1nc(N2CCN(C(=O)[C@H]([C@@H](C)CC)n3cc(CCCCN)nn3)CC2)nc(N2CCN(C(=O)[C@H](C)n3cc(CCCN=C(N)N)nn3)CC2)n1	-4.8%	19.1%	-19.3%	8.9%[2.33 µM]	-5.4	-3.7%	-22.2%	2.7%	-3.9%
CC1CN(c2nc(N(C)c3ccccc3)nc(N)c2[N+](=O)[O-])CC(C)O1 (stereo not drawn)	-3.7%	?	-29.5%	-36.8%	4.3	-3.1%	?	-8.4%	-2.3%
COc1cccc(C(=O)Nc2nc(-c3nnn(-c4cccc(Cl)c4C)c3C)ns2)c1	1.0%	13.3%	-2.1%	-0.8%[59 µM]	-2.6	3.8%	-25.6%	0.9%	0.5%
Cc1ccc(S(=O)(=O)Nc2cc(C(C)C)c(O)cc2C)cc1	25.1%	21.8%	-5.1%	-32.5%[59 µM]	-0.9	-10.7%	-9.9%	-1.6%	?
CCN(CCCNC(=O)c1cc2c(=O)n(CC)c3ccccc3c2s1)c1cccc(C)c1	26.6%	19.6%	-28.8%	-1.7%[59 µM]	-17.8	-7.9%	?	3.2%	-11.3%

Compound activity as filed in PubChem BioAssay.
